p53ts 39C kill: qHTS Screen for Compounds that Selectively Target Cancer Cells with p53 Mutations: Cytotoxicity of p53ts Cells at the Nonpermissive Temperature. H1299-p53A138V viability at 39C, ATP luminescence, 24 h. Potency, µM (doses to about 46.1 µM), for inactives: at the highest dose activity change, negative = cell killing, most hits filed as cytotoxic. 130,000 tested, 1.5% active. AID 902, 2007; note: nearly all actives have a fitted effect of over 55% in size
IkB sig inh: IkB Signaling; ABC-DLBCL IkBa-CBG/CBR dual luciferase ratio, 4 h; response scale: scaled: untreated 0%, proteasome inhibitor 100%; Potency, µM (top dose mostly 57.1 µM), for the others: at the highest dose IkBa stabilization activation; 110,000 tested, 0.04% active; active = well fitted curve in the direction sought with a large enough effect in the signal ratio, not every such curve was filed as active; inconclusive = small, poorly fitted or top-dose-only effect, or a change in a side signal; the % refers to the signal ratio;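 note: the direction sought is a rising ratio; 0% = basal untreated cells and 100% = reference inhibitor full response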
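Curves were fitted separately to fusion (green), unfused (red) and ratio luminescence, then classed by r2, magnitude and activity. Cells: OCI-Ly3, 4 h compound plus doxycycline at 37C; 10 uM MG-132 defined full response.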
p53ts 32C kill: qHTS Screen for Compounds that Selectively Target Cancer Cells with p53 Mutations: Cytotoxicity of p53ts Cells at the Permissive Temperature | H1299-p53A138V at 32C, ATP luminescence viability, 24 h | Potency, µM (top dose mostly 46.1 µM), without a hit: at the top dose activity change, negative = cytotoxicity, actives largely listed as cytotoxic | 130,000 tested, 0.93% active | AID 924, 2007;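 note: 0% = DMSO and -100% = full killing by reference compound; nearly all actives have a fitted effect of over 55% in size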
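H1299-p53 A138V cells (temperature-sensitive p53) exposed 24 h to up to 46 uM compound at 32C, where p53 is wild-type in conformation. Viability read as ATP luminescence and normalised to DMSO and 100 uM tamoxifen. AC50 fitted with the Hill equation.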
Imprint erasure: qHTS Assay for Compounds that Induce Erasure of Genomic Imprints. mouse ES Peg3-LacZ reporter, beta-gal luminescence, 40 h. Potency, µM (top dose mostly 60.7 µM), for inactives: top-dose activity change, positive = activation, hits mostly activators. 110,000 tested, 0.02% active;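 note: 0% = negative control wells on the plate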
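Gelatin-coated wells received 300 freshly trypsinized female ES cells with a Peg3LacZ-Neo reporter on the maternal allele, then incubated 40 hours at 37C. BetaGlo was added for 5 minutes at room temperature before a single luminescence read.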
An asterisk follows results filed as active; ? = inconclusive; . = no result given; [ ] = remark or other dose. Unless noted, calls come from the whole dose curve; as a rule, active = well fitted curve in the direction sought with a large enough effect; inconclusive = small, poorly fitted or top-dose-only effect, or another doubt; inactive = no such curve, though single readings can be large; an effect the other way counts as inactive or inconclusive. Unless noted, % is set by controls: 0 for no effect and ±100 for the full control effect; potency is the fitted concentration of half-maximal effect.

Start of the data: the first 11 records (preview)
SMILES	p53ts 39C kill	IkB sig inh	p53ts 32C kill	Imprint erasure
Cc1nc2cc(-c3ccccc3)ccc2o1	-4%	2.3%	-1%	-3%
CCc1ccc2oc(-c3ccc(NC(=O)c4cc5ccccc5o4)cc3)nc2c1	?	?	-9%	-12%[10.9 µM]
O=C(NCCCN1CCN(c2ccccc2F)CC1)c1nnc(Cc2ccc(Cl)cc2Cl)o1	?	?	3%	-13%[10.9 µM]
N=c1nc(-c2ccccc2)ccn1O	-4%	1.5%	-5%	-12%
O=C(NCCN1CCOCC1)C1CC(=O)N(c2ccc(F)c(Cl)c2)C1 (configuration not stated)	-8%	-0.1%	-3%	-2%
CCOC(=O)N1CCc2c(sc(NCc3ccc(N(C)C)cc3)c2C(=O)Nc2ccccc2OCC)C1	-9%	?	-10%	-17%[10.9 µM]
Cc1cc2ncn(C(=O)N3CCCC3)c2cc1C	9%	.	2%	.
CCC(C)C(=O)OC1C2CC3=C4CC(=O)OC(c5ccoc5)[C@]4(C)CCC3[C@@](C)(C2=O)C(CC(=O)OC)C1(C)C (some centres not stated)	6%	.	7%	-11%
O=C(CSc1nnc(Cc2ccccc2)o1)NCc1ccco1	10%	0.8%	5%	-19%
O=C(Nc1ccc(-c2cn3ccsc3n2)cc1)C1CCCC1	2.5µM*	-0.2%	5µM*	-45%[inhibitor]
Cc1cc(C)n(C(=O)CN2C(=O)COc3ccccc32)n1	-2%	-2.3%	6%	1%

The whole of this part, repeating the preview:
SMILES	p53ts 39C kill	IkB sig inh	p53ts 32C kill	Imprint erasure
Cc1nc2cc(-c3ccccc3)ccc2o1	-4%	2.3%	-1%	-3%
CCc1ccc2oc(-c3ccc(NC(=O)c4cc5ccccc5o4)cc3)nc2c1	?	?	-9%	-12%[10.9 µM]
O=C(NCCCN1CCN(c2ccccc2F)CC1)c1nnc(Cc2ccc(Cl)cc2Cl)o1	?	?	3%	-13%[10.9 µM]
N=c1nc(-c2ccccc2)ccn1O	-4%	1.5%	-5%	-12%
O=C(NCCN1CCOCC1)C1CC(=O)N(c2ccc(F)c(Cl)c2)C1 (configuration not stated)	-8%	-0.1%	-3%	-2%
CCOC(=O)N1CCc2c(sc(NCc3ccc(N(C)C)cc3)c2C(=O)Nc2ccccc2OCC)C1	-9%	?	-10%	-17%[10.9 µM]
Cc1cc2ncn(C(=O)N3CCCC3)c2cc1C	9%	.	2%	.
CCC(C)C(=O)OC1C2CC3=C4CC(=O)OC(c5ccoc5)[C@]4(C)CCC3[C@@](C)(C2=O)C(CC(=O)OC)C1(C)C (some centres not stated)	6%	.	7%	-11%
O=C(CSc1nnc(Cc2ccccc2)o1)NCc1ccco1	10%	0.8%	5%	-19%
O=C(Nc1ccc(-c2cn3ccsc3n2)cc1)C1CCCC1	2.5µM*	-0.2%	5µM*	-45%[inhibitor]
Cc1cc(C)n(C(=O)CN2C(=O)COc3ccccc32)n1	-2%	-2.3%	6%	1%
COC(=O)c1cccc(Oc2nc(N3CCOCC3)nc(N3CCOCC3)n2)c1	8%	-1.2%	-5%	-4%
Cc1cnc(CNc2ccnc(-c3ccccc3Cl)n2)cn1	5%	0.0%[11.4 µM]	8%	-7%
CCCCCCC(=O)N(O)C1CC(=O)N(c2ccccc2)C1=O (configuration not stated)	0%	7.2%	-11%	-37%[inhibitor]
O=C(CCS(=O)(=O)c1cccc2nonc12)NCCc1ccccc1Cl	-8%	-2.1%	6%	-10%
Cc1ccc(NS(=O)(=O)c2ccc3[nH]c4c(c3c2)CCCCCC4)cc1	?	-0.7%	-3%	-7%[10.9 µM]
Cc1cc(C(=O)CSc2nc3ccccc3o2)c(C)n1C1CC1	-25%	3.3%	2%	-25%
COc1ccc(CN2COc3ccc4c(-c5ccccc5)cc(=O)oc4c3C2)cc1	-6%	-0.7%	-1%	-6%[10.9 µM]
Cn1c(CN2CCOCC2)nc2cc(NC(=O)c3ccccc3Cl)ccc21	13%	?	0%	-8%
O=S(=O)(c1ccccc1)N1CCC[C@@]2(CCN(Cc3nccs3)C2)C1	3%	1.2%[11.4 µM]	8%	.
Cc1ccc(C(C(=O)NC2CCCC2)N(C(=O)CNC(=O)c2cccs2)c2cccnc2)o1 (configuration not stated)	24%	.	-14%	.
COc1ccc(C/C(O)=C(\C#N)c2nc3ccccc3[nH]2)cc1OC	7%	0.9%	5%	-8%
CCOC(=O)c1c(C)sc2c1N(C(=O)CN(CC)CC)c1ccccc1S2	-5%	.	4%	.
Cc1ccc2c(c1)c1c(c(=O)n(-c3ccccc3C)c(=O)n1Cc1ccccc1F)n2C	-6%	-0.6%	-22%	-6%[10.9 µM]
CCOc1cc2[nH]c(=S)n(Cc3ccc(C)o3)c(=O)c2cc1OCC	0%	-0.3%	-1%	-6%
Further results.
SMILES	p53ts 39C kill	IkB sig inh	p53ts 32C kill	Imprint erasure
CCCCC(CC)CO (configuration not stated)	0%	-0.5%	-4%[1.84 µM]	8%
CNC(=O)NC(=O)CSc1ncc(C(F)(F)F)cc1Cl	-2%	1.0%	-7%	3%
CCn1nnnc1SCC(=O)NCc1ccco1	-6%	-0.2%	1%	-2%
CCCCC(c1nnnn1CC1CCCO1)N1CCN(c2cc(Cl)ccc2C)CC1 (configuration not stated)	-1%	1.0%	6%	-13%
COc1ccc(-c2nsc(NC(=O)c3oc4ccc(Cl)cc4c3C)n2)cc1	-7%	-0.3%	4%	-14%[10.9 µM]
CCCOc1ccc(CSc2ncn[nH]2)cc1	6%	1.9%	-7%	-55%[inhibitor]
Cc1nnc(N2C(=O)C(O)=C(C(=O)c3ccco3)C2c2ccc(F)cc2)s1 (configuration not stated)	7%	0.0%	9%	-5%
CC(C)CC(NC(=O)C1CCC(C)CC1)C(=O)OCC(=O)c1ccc(Cl)cc1 (configuration not stated)	-10%	1.8%	-2%	5%[10.9 µM]
COc1ccc(NC(=O)CSc2nc3ccccc3nc2Cc2ccc(C)cc2)cc1Cl	?	-0.4%	0%	-7%[10.9 µM]
CS(=O)(=O)N1CCC(C(=O)c2cccc(Cl)c2)CC1	-4%	0.7%	3%	-4%
COc1cc2c(cc1OC)C1=C(C#N)CCC(=O)N1CC2	-2%	-1.6%	9%	5%
O=S(=O)(c1ccc(-n2cnnn2)cc1)N1CCN(c2cccc(C(F)(F)F)c2)CC1	4%	-2.2%	5%	-15%[10.9 µM]
O=S(=O)(NCc1ccc(F)cc1)c1ccc2c(c1)OCCO2	-3%	-0.3%	1%	-11%
CCn1c(SCC(=O)N2CCN(c3ccccc3)CC2)nc2c(c1=O)SC(C)C2 (configuration not stated)	11%	2.0%	6%	-20%
CCn1c(=O)c2cc(S(=O)(=O)NCc3ccccc3)ccc2n(CC)c1=O	7%	-4.8%	0%	-1%
Cc1cc(C)cc(NC(=O)Nc2ccc3nc(N4CCN(C)CC4)cc(C)c3c2)c1	13µM*	-6.0%	3%	10%[10.9 µM]
COc1ccc2[nH]cc(CCNC(=O)C3CCCNC3=O)c2c1 (configuration not stated)	-7%	0.8%	1%	1%
CCOC(=O)c1cccc(NC(=O)CCNS(=O)(=O)c2ccc3c(c2)CCN3C(=O)CC)c1	-9%	0.3%	-4%	-4%
CSC1=Nc2sc3c(c2C2=NCCN12)CCCC3	-4%	2.8%	0%	-14%
CCCn1nnnc1SCC(=O)N(C(C)C)C(C)C	-4%	-0.4%	-4%	-6%
C[n+]1ccccc1C1CCCC/C1=N\Nc1ccc([N+](=O)[O-])cc1[N+](=O)[O-] (configuration not stated)	-6%	.	-6%	.
O=C1c2ccccc2C(=O)N1Cc1nc2ccccc2c(=O)n1CCCn1ccnc1	2%	-1.2%	-8%	3%
CCCCNC(=O)CSc1nc2ccc(NC(=O)CSc3nnc(N)s3)cc2s1	-2%	.	-5%	.
CC(=O)NC(Cc1ccc(C(C)C)cc1)C(=O)NC1CCN(c2nc(C)cc(C)n2)CC1 (configuration not stated)	-12%	1.6%	1%	-1%
CCOc1ccc(C(=O)Nc2ccc(-n3nncc3-c3ccc(OC)cc3)cc2)cc1	-26%	?	17%	27%[10.9 µM]
(further entries)
SMILES	p53ts 39C kill	IkB sig inh	p53ts 32C kill	Imprint erasure
O=C(NCCCN1CCN(c2ccc(F)cc2)CC1)C1COc2ccccc2C1 (configuration not stated)	-6%	7.5%	-2%	-11%[10.9 µM]
COC(=O)c1nc2n(n1)C(c1ccccc1OC)C1=C(CCCC1=O)N2 (configuration not stated)	-1%	0.5%	4%	10%
CCOc1ccccc1CNC(=O)c1cnc2sc(N(CC)CC)nn2c1=O	10%	?	-9%	-4%[10.9 µM]
COc1cc2cc(C(c3nnnn3C3CCCC3)N3CCCCCC3)c(=O)[nH]c2cc1OC (configuration not stated)	-8%	0.3%	-6%	-14%
COC(=O)C/C=C\[C@@H](C)[C@@H](/C=N\O[C@@H](C)c1cn([C@H]2COC[C@H]2O)nn1)NS(=O)(=O)c1ccc(C)cc1	-2%[9.22 µM]	.	-6%[9.22 µM]	.
Cc1ccc2c(c1[N+](=O)[O-])C(=O)c1ccccc1C2=O	-19%	-3.7%	10%[1.84 µM]	14%
CCOCCCn1cnc2c([nH]c3cc(OC)ccc32)c1=O	-4%	.	1%	.
Cc1cccc(NC(=O)c2cc3n(n2)C(C(F)(F)F)CC(c2ccc4c(c2)OCO4)N3)c1 (configuration not stated)	-15%	?	-18%	5%
CCC(=O)c1ccc(N2CCCC2)c(F)c1	12%	.	-3%	.
COc1ccc(/C(O)=C2\C(=O)C(=O)N(CCCN(C)C)C2c2ccccc2F)cc1Cl (configuration not stated)	-1%	3.0%	7%	-12%
Cc1cc2nnc(SCC(=O)NCc3ccco3)n2c2ccccc12	9%	0.0%	6%	-24%
Nc1nnc(N2CCCCCC2)s1	1%	-2.1%	-2%	4%
COCCn1c(C)cc(C(=O)CSc2nc3ccccc3c(=O)[nH]2)c1C	-20%	2.0%	-13%	10%
COc1ccccc1C(c1nnnn1Cc1ccco1)N1CCN(c2cccc(C)c2C)CC1 (configuration not stated)	4%	.	-5%	.
COc1ccc(-c2cc(-c3ccccc3)nc(N3CCCC3)n2)cc1OC	-5%	4.6%	8%	-13%
Cc1cc(=O)n2nc(N3CCCC(C(=O)N4CCc5ccccc54)C3)sc2n1 (configuration not stated)	2%	-1.5%	-14%	-8%
COC(=O)c1cc2oc3ccccc3c2n1Cc1nc(-c2ccc(Cl)cc2)oc1C	-5%	-2.8%	-3%	6%[10.9 µM]
Cc1nn(Cc2ccccc2)c2sc(C(=O)NCc3cccnc3)cc12	-18%	1.3%	-1%	-6%
CC(C)OCCCNC(=O)c1ccc2c(=O)n(CCc3ccccc3)c(=O)[nH]c2c1	13%	-0.9%	13%	-3%[10.9 µM]
Cc1onc(-c2c(Cl)cccc2Cl)c1C(=O)NCc1ccccn1	-1%	.	16%	.
CCOc1cc(-c2c(C#N)c(=O)[nH]c3c2c(C)nn3-c2ccc(F)cc2)ccc1O	8%	1.1%	15%	-14%
CCCCOC(=O)Nc1ccc2c(C)cc(=O)oc2c1	2%	.	8%	.
Cc1ccccc1CNC(=O)c1ccc2[nH]c(C)c(C)c2c1	-29%	?	-3%	-6%[10.9 µM]
CCS(=O)(=O)N1CCCC(C(=O)NCCCOC)C1 (configuration not stated)	-8%	-0.1%	5%	-17%
COc1ccc(S(=O)(=O)N(CC(=O)Nc2ccc3c(c2)OCO3)c2ccccc2OC)cc1	2%	?	-7%	-12%
New compounds follow.
SMILES	p53ts 39C kill	IkB sig inh	p53ts 32C kill	Imprint erasure
CCc1ccccc1NC(=O)N1CCC2(CC1)Oc1ccccc1C(=O)N2Cc1ccccc1F	-4%	0.9%	-1%	-5%[10.9 µM]
COC(=O)c1ccccc1NC(=O)c1ccc(-c2nc(COc3ccccc3)c(C)o2)cc1	-16%	-1.5%	1%	-6%[10.9 µM]
O=C(Nc1nncs1)c1cccc(S(=O)(=O)N2CCCCC2)c1	-6%	.	3%	.
CCCOP(=O)(c1ccc(N(C)C)cc1)C(O)c1ccncc1 (configuration not stated)	8%	-2.2%	5%	-8%
CCOC(=O)CSc1nnc(NCC(=O)OC(C)C)c(=O)[nH]1	-13%	0.0%	4%	6%
O=C(COc1ccccc1F)Nc1ccc2nc(SCC(=O)N3CCOCC3)sc2c1	-13%	?	-29%	8%[10.9 µM]

High-throughput results deposited in PubChem by National Center for Advancing Translational Sciences (NCATS).
